MEP2 TOR yeast: alters MEP2-GFP fluorescence in TOR pathway yeast screen; GFP response vs DMSO, % at 10 µM; S. cerevisiae MEP2-GFP strain, flow cytometry GFP, 3 h; 100% = DMSO control level; AID 2016; 330,000 tested, 0.51% active;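 active means GFP response versus DMSO above a set limit, roughly screen mean plus 3 SD, cut at about 180% in these data; inconclusive means fewer than 70 cells counted for a yeast strain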;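 further: median GFP fluorescence of the barcode-gated MEP2-GFP cells per well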
procasp3 activ: procaspase-3 (human) activation; AID 463141; recombinant procaspase-3 D3A, Ac-DEVD-pNA absorbance 405 nm; 330,000 tested, 0.11% active; P42574; activation, % at 8.5 µM;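 active means activation above the mean of all tested compounds plus 3 SD, cut at about 21% in these data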;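 further: 0% = DMSO alone and 100% = DMSO wells spiked with extra 5 µM PC-3 D3A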
Target sequence (P42574 whole entry D9A/D28A/D175A): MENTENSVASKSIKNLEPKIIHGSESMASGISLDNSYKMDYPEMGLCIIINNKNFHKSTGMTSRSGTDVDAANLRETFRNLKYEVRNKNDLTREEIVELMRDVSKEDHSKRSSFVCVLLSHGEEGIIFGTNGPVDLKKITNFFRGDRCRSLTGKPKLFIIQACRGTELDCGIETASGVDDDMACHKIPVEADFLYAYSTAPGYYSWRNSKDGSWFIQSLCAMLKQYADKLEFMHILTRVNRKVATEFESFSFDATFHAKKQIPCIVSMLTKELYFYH
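Compound: 8.5 µM single point, 0.8% DMSO / Material: Autoprocessing-dead procaspase-3 D3A mutant enzyme / Timing: 1 h preincubation plus 2 h reaction at 25 °C / Medium: Zinc-free HEPES/NaCl buffer with 0.01% Triton X-100 at pH 7.4 / Technique: 405 nm absorbance of p-nitroaniline, reads at 0 and 120 min / Repeats: one well per compound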
RPL19A-GFP yeast: yeast TOR pathway RPL19A-GFP modulation. S. cerevisiae RPL19A-GFP strain, flow cytometry, 3 h; stronger effect = lower value. AID 2025. percent response vs DMSO, % at 10 µM. 330,000 tested, 0.3% active;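 active means percent response vs DMSO below 50%; inconclusive means fewer than 70 events counted for the yeast strain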;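 further: median channel GFP fluorescence of the barcoded RPL19A-GFP strain; ratio of sample median GFP to plate DMSO average so 100% = DMSO; lower means less RPL19A-GFP as with rapamycin TOR inhibition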
AGP1 TOR yeast: modulators of TOR pathway AGP1-GFP in S. cerevisiae; S. cerevisiae AGP1-GFP multiplex flow cytometry, 3 h; GFP as percent of DMSO wells; GFP response vs DMSO, % at 10 µM; 320,000 tested, 0.02% active;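 active means GFP response relative to DMSO above a set limit, near screen average plus 3 SD, cut at about 150% in these data; inconclusive means fewer than 70 cells counted for the yeast strain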;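 further: median GFP channel fluorescence of the gated AGP1 strain per well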
proCasp7 act: activates human procaspase-7, counter-screen for procaspase-3 activators; 330,000 tested, 0.093% active; recombinant procaspase-7, Ac-DEVD-pNA absorbance 405 nm; D23A/D198A/D206A triple mutant, cannot self-cleave; scale: DMSO 0, 5 µM enzyme 100; activation, % at 8.5 µM; AID 463210; P55210;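 active means percent activation above the screen-wide mean plus 3 SD, cut at about 25% in these data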
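signal = Epi-absorbance of released pNA at 405 nm, two timepoints | assay system = Uncleavable procaspase-7 mutant enzyme | reagent = Ac-DEVD-pNA substrate, 400 µM as added | times = 1 h enzyme–compound preincubation and 2 h substrate reaction, both 25 °C | benchmarks = low DMSO alone, high DMSO plus 5 µM PC-7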
LAP4 TOR yeast: modulators of TOR pathway LAP4-GFP in S. cerevisiae. S. cerevisiae LAP4-GFP multiplex, flow cytometry GFP, 3 h; median GFP as percent of DMSO wells. GFP response vs DMSO, % at 10 µM. 320,000 tested, 0.34% active;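 active means GFP response vs DMSO above a set limit, about the screen mean plus 3 SD, cut at about 150% in these data; inconclusive means under 70 cell events counted for the yeast strain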
AHR activator: activates the human aryl hydrocarbon receptor; P35869; AHR-responsive luciferase reporter cells, luminescence; activation, % at 5 µM; 320,000 tested, 2.5% active; in the data active means activation above about 47%;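 further: 0% = vehicle wells and 100% = reference agonist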
Target sequence (P35869 whole entry, looked up): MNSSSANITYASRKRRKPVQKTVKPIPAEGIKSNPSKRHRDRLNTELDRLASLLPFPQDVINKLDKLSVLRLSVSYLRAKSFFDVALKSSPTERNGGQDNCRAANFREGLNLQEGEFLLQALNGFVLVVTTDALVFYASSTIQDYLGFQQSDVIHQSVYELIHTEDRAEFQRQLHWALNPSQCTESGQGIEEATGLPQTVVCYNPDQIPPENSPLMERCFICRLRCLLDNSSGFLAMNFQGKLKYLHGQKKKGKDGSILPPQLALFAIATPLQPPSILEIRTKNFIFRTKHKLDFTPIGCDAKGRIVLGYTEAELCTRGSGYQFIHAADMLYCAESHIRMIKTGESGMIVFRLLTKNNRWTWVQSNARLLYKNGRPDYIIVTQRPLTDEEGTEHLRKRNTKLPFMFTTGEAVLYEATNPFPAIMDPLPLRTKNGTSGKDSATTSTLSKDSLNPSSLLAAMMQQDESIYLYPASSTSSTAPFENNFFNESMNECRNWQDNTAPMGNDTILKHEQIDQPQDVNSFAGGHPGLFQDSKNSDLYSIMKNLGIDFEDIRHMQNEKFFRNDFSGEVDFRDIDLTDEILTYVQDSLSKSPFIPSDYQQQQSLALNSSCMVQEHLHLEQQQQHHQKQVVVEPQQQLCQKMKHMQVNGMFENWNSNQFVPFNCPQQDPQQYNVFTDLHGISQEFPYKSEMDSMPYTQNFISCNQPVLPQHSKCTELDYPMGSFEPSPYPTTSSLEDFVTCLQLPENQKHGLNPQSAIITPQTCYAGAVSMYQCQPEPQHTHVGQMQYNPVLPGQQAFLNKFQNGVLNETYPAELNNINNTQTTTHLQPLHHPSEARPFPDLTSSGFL
CIT2 TOR yeast: yeast TOR pathway CIT2-GFP modulation; GFP response vs DMSO, % at 10 µM; 320,000 tested, 0.065% active; S. cerevisiae CIT2-GFP strain, flow cytometry, 3 h; 100 means same as DMSO wells;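 active means GFP response relative to DMSO above a set limit, near the screen mean plus 3 SD, cut at about 150% in these data; inconclusive means Fewer than 70 cells measured for a yeast strain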;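 further: ratio of well median GFP fluorescence to mean of DMSO wells on the plate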
* = called active by the depositor; ? = inconclusive; . = no result given; [ ] = remark or other dose. This is a random part of the collection; about 3.5% have a hit in one of these screens.

Start of the listing, in advance (2 entries):
Order of results – LAP4 TOR yeast, CIT2 TOR yeast, proCasp7 act, MEP2 TOR yeast, AGP1 TOR yeast, AHR activator, procasp3 activ, RPL19A-GFP yeast
- CC(C)(C)c1cc(Cl)c(O)c(NC(=S)NC(=O)c2cccnc2)c1
  95, 98, -16, 95, 95, 21, 6, 94
- CC(=O)c1cnc2cc(-c3ccc(Cl)cc3)nn2c1C
  112, 97, 11, 95, 95, 71*, 3, 98

All compounds of this part (from the top)
Order of results – LAP4 TOR yeast, CIT2 TOR yeast, proCasp7 act, MEP2 TOR yeast, AGP1 TOR yeast, AHR activator, procasp3 activ, RPL19A-GFP yeast
- CC(C)(C)c1cc(Cl)c(O)c(NC(=S)NC(=O)c2cccnc2)c1
  95, 98, -16, 95, 95, 21, 6, 94
- CC(=O)c1cnc2cc(-c3ccc(Cl)cc3)nn2c1C
  112, 97, 11, 95, 95, 71*, 3, 98
- CCCCOc1ccccc1N1CCN(CCCN2C(=O)C3CCCN3C2=O)CC1 (stereo not drawn)
  95, 103, 3, 102, 102, 2, -6, 105
- Cc1ccc(C(C)C)cc1OCC(=O)NC1CCCCCCC1
  109, 101, -3, 109, 105, 1, -6, 107
- Cc1ccc(S(=O)(=O)N(C)CC(=O)Oc2ccc(-c3nnco3)cc2)cc1
  100, 104, 1, 101, 102, -1, -2, 96
- CN(C)CCN(Cc1ccccc1)c1nccc(N(C)C)c1C#N
  107, 106, -2, 101, 102, 1, 7, 100
- COCCNC(=O)C(c1ccc(Cl)cc1)N(C(=O)Cn1nnc2ccccc21)c1cccnc1 (stereo not drawn)
  89, 89, -7, 91, 90, 2, -9, 97
- O=C(CC1OC(=O)c2ccccc21)Nc1cc(Cl)ccc1N1CCCC1 (stereo not drawn)
  112, 103, -4, 107, 114, 10, 0, 102
- O=[N+]([O-])c1ccccc1OCC(O)CNC1CCCC1 (stereo not drawn)
  108, 105, -9, 109, 103, -2, 7, 105
- CN(CCOc1ccccc1)C(=O)C1CCC(=O)N(CCCN2CCOCC2)C1 (stereo not drawn)
  105, 101, -7, 114, 101, 3, 5, 109
- NS(=O)(=O)c1ccc(Nc2ccc3nonc3c2[N+](=O)[O-])cc1
  103, 101, 7, 104, 107, -3, 2, 105
- Cc1ccc(S(=O)(=O)N(C(=O)c2ccncc2)c2ccc(OC(=O)c3ccncc3)c3ccccc23)cc1
  92, 89, -35, 88, 96, 28, -26, 99
- COc1ccc(CNCC(O)COc2ccc(C)cc2[N+](=O)[O-])cc1 (stereo not drawn)
  100, 93, 2, 95, 102, 0, -3, 95
- CC(C)c1ccc(C(=O)NC(=S)Nc2ccc3[nH]c(=O)[nH]c3c2)cc1
  92, 89, -1, 91, 100, 3, 3, 95
- CCN(CC)S(=O)(=O)c1ccc(OC)c(NC(=O)CCS(=O)(=O)Cc2ccccc2)c1
  81, ., 7, 102, 94, 0, 1, 99
- CCCCC[n+]1ccn(-c2nc3ccccc3nc2[N-]S(=O)(=O)c2ccccc2)c1
  97, 102, 4, 108, 104, 2, -1, 98
- O=C(Cn1c(-c2ccccc2)noc1=O)NCc1ccccc1
  96, 92, 4, 99, 94, 1, 9, 92
- Cc1cc2ncn(-c3ncccc3[N+](=O)[O-])c2cc1C
  97, 94, -25, 103, 95, 48*, -2, 95
- CC(C)(C)NC(=O)COC(=O)c1ccccc1NC(=O)c1ccco1
  96, 100, 7, 101, 99, 4, -4, 102
- O=C(/C=C/c1ccccc1)N1CCC(c2ccccc2)C1 (stereo not drawn)
  98, 92, -3, 100, 92, 3, 2, 98
- COc1cccc(-c2cc(C(F)(F)F)nc(N3CCN(c4ccccc4)CC3)n2)c1
  99, 97, 7, 104, 96, -5, -4, 98
- CN1CCN(C(=O)c2cnn(-c3ccccc3)c2NC(=O)c2ccccc2Br)CC1
  95, 94, 0, 105, 98, 0, 2, 99
- Cc1ccc(C)c(C(=O)CC2(O)C(=O)Nc3ccccc32)c1 (stereo not drawn)
  98, 99, 1, 105, 99, -1, -3, 98
- CCS(=O)(=O)N1Cc2ccccc2CC1C(=O)N1CCN(c2ccccc2)CC1 (stereo not drawn)
  87, 94, 17, 91, 97, -3, 3, 95
- CC1CCCCC1NC(=O)CSc1nncn1N (stereo not drawn)
  98, 95, 9, 93, ., 0, -1, 89
- CN1CCN(CCCC(=O)c2ccc(F)cc2)CC1
  96, 106, 0, 103, 106, -1, 2, 104
- Cc1ccc(N2C(=O)N(CC(=O)NCc3ccccc3Cl)C(=O)C2C)cc1 (stereo not drawn)
  106, 102, 3, 103, 107, -1, 9, 101
- CCS(=O)(=O)c1ccc2oc(SCC(=O)NCCC3=CCCCC3)nc2c1
  102, 106, 5, 106, 107, 3, -7, 102
- Cc1cc(C)n(CCNC(=O)C2CCC(=O)N(CC3CCCCC3)C2)n1 (stereo not drawn)
  107, 105, 4, 109, 110, -2, 6, 101
- COc1cc(OC)c2c(-c3ccccc3)cc(=O)oc2c1C(CCN1CCCCC1)c1ccc(N(C)C)cc1 (stereo not drawn)
  99, 100, 6, 102, 107, 0, 1, 100

Shown bar-delimited: entries from further up
compound | LAP4 TOR yeast | CIT2 TOR yeast | proCasp7 act | MEP2 TOR yeast | AGP1 TOR yeast | AHR activator | procasp3 activ | RPL19A-GFP yeast
Cc1ccc(C(C)C)cc1OCC(=O)NC1CCCCCCC1 | 109 | 101 | -3 | 109 | 105 | 1 | -6 | 107
Cc1ccc(S(=O)(=O)N(C)CC(=O)Oc2ccc(-c3nnco3)cc2)cc1 | 100 | 104 | 1 | 101 | 102 | -1 | -2 | 96
CN(C)CCN(Cc1ccccc1)c1nccc(N(C)C)c1C#N | 107 | 106 | -2 | 101 | 102 | 1 | 7 | 100
COCCNC(=O)C(c1ccc(Cl)cc1)N(C(=O)Cn1nnc2ccccc21)c1cccnc1 (stereo not drawn) | 89 | 89 | -7 | 91 | 90 | 2 | -9 | 97

(next part)
Order of results – LAP4 TOR yeast, CIT2 TOR yeast, proCasp7 act, MEP2 TOR yeast, AGP1 TOR yeast, AHR activator, procasp3 activ, RPL19A-GFP yeast
- Cc1cc(C(=O)Cn2cc(C(F)(F)F)ccc2=O)c(C)n1-c1ccccc1
  88, 92, 2, 95, 93, 3, 7, 97
- CCn1cc(C(=O)NC2CCCCC2)c(=O)c2cc(S(=O)(=O)N(C)C)ccc21
  110, 102, 0, 116, 109, 6, -9, 104
- CN(C)C(=O)Cn1cc(S(=O)(=O)Cc2ccccc2)c2ccccc21
  104, 93, 7, 101, 86, 6, -1, 103
- O=C(CN1CCN(c2ccccc2)CC1)Nc1ccc2c(c1)OCCO2
  98, 102, 0, 103, 104, 0, -1, 105
- O=C(C1CCN(S(=O)(=O)N2CCC3(CC2)OCCO3)CC1)N1CCc2ccccc2C1
  109, 97, 5, 102, 97, 2, 0, 98
- CC(=O)N1c2ccc(S(=O)(=O)NCC3CCC(C(=O)N4CC(C)CC(C)C4)CC3)cc2CC1C (stereo not drawn)
  89, 102, 2, 91, 98, 0, 6, 95
- O=C(c1cc(COc2ccc(F)cc2Cl)on1)N1CCCCCC1
  88, 121, 4, 111, 101, 3, 5, 108
- O=C(Nc1nc2c(s1)CCCC2)c1ccc(N2C(=O)CCC2=O)cc1
  88, 95, -4, 95, 91, 11, 3, 97
- C#CCOCCOCCOCCNc1nc(N2CCN(C(=O)[C@H]([C@@H](C)CC)n3cc([C@@H](N)CO)nn3)CC2)nc(N2CCN(C(=O)[C@H](CCCCN)n3cc([C@@H](N)C(C)CC)nn3)CC2)n1 (stereo partly drawn)
  101, 103, -8, 86, 90, 1, 8, 100
- Cc1cc(=O)[nH]c(NN)n1
  101, 105, -6, 102, 99, 11, -4, 108
- O=C(Nc1nc(-c2nc3ccccc3s2)cs1)C1CC1
  120, 84, 5, 99, 95, -8, -16, 96
- COc1ccc(NC(=O)CN2C(=O)COc3ccc(S(=O)(=O)N4CCCCCC4)cc32)cc1
  99, 109, -8, 99, 98, 4, 3, 102
- COc1ccc2c(c1)C(C)CC(C)(C)N2C(=O)CSc1nc2ccccc2s1 (stereo not drawn)
  90, 85, 6, 97, 98, 12, 5, 96
- CCN(CC)C(=O)COc1ccc(/C(C)=N/NC(=O)c2ccccc2Br)cc1
  93, 108, -2, 109, 99, 7, 6, 98
- Cc1cccc(C)c1NC(=O)C(=O)c1cn(C)c2ccccc12
  99, 93, -7, 92, 95, 16, -1, 92
- CC1=Nc2cc(C(=O)NCC3CCCO3)ccc2Sc2ccc(Br)cc21 (stereo not drawn)
  116, 92, 4, 88, 101, 0, 6, 100
- Cc1ccc2cc(CCl)c(Cl)nc2c1
  109[may fluoresce violet], ?, 1, 791*[may fluoresce violet], ?, 6, -3, 36*[may fluoresce violet]
- O=C(NCC1CCCO1)c1cc(S(=O)(=O)N2CCCC2)c(Cl)cc1Cl (stereo not drawn)
  104, 112, -1, 107, 110, 1, 8, 106
- CCC/C(=N/NC(=O)c1cccc(Cl)c1)c1ccccc1
  95, 97, 5, 94, 124, 1, -1, 101
- O=C1C2CCCCN2C(=O)N1CCCCN1CCN(c2ccccc2Oc2ccccc2)CC1 (stereo not drawn)
  87, 92, 6, 88, 95, -1, 4, 93
- O=C(CNC(=O)c1ccccc1F)OCc1csc(-c2ccccc2)n1
  95, 87, -5, 107, 93, 10, -2, 101
- O=C(COc1cccc(C(F)(F)F)c1)NCC(c1ccco1)N1CCCCC1 (stereo not drawn)
  100, 105, -2, 99, 109, 1, 10, 96
- O=C(Cc1ccccc1)NCCCc1ccccc1
  109, 103, 9, 114, 107, 20, 3, 104
- CC(=O)Nc1cccc(OC(=O)N2CCOCC2)c1
  101, 94, -10, 105, 96, 8, 1, 95
- COC(=O)C(NC(C)=O)(Nc1ccccn1)C(F)(F)F (stereo not drawn)
  108, 114, -5, 108, 116, -1, -11, 109
- COc1ccc(NC(=O)Cn2nnc(-c3ccccc3NC(=O)c3ccco3)n2)cc1
  92, 103, 6, 99, 103, 0, 2, 95

Six compounds drawn at random from those above, as already listed:
Order of results – LAP4 TOR yeast, CIT2 TOR yeast, proCasp7 act, MEP2 TOR yeast, AGP1 TOR yeast, AHR activator, procasp3 activ, RPL19A-GFP yeast
- O=C(NCC1CCCO1)c1cc(S(=O)(=O)N2CCCC2)c(Cl)cc1Cl (stereo not drawn)
  104, 112, -1, 107, 110, 1, 8, 106
- O=C(Nc1nc2c(s1)CCCC2)c1ccc(N2C(=O)CCC2=O)cc1
  88, 95, -4, 95, 91, 11, 3, 97
- Cc1cc(=O)[nH]c(NN)n1
  101, 105, -6, 102, 99, 11, -4, 108
- CCN(CC)C(=O)COc1ccc(/C(C)=N/NC(=O)c2ccccc2Br)cc1
  93, 108, -2, 109, 99, 7, 6, 98
- COC(=O)C(NC(C)=O)(Nc1ccccn1)C(F)(F)F (stereo not drawn)
  108, 114, -5, 108, 116, -1, -11, 109
- CC(=O)N1c2ccc(S(=O)(=O)NCC3CCC(C(=O)N4CC(C)CC(C)C4)CC3)cc2CC1C (stereo not drawn)
  89, 102, 2, 91, 98, 0, 6, 95

Source: PubChem (several laboratories)
